# Assay outcomes from PubChem.
# KLK7 zymogen act – activates the human kallikrein-7 zymogen; P49862; purified proKLK7, EDANS-DABCYL substrate fluorescence; 100% is mature enzyme control, 0% vehicle; activation, % at 7 µM; 370,000 compounds, 0.9% hits; AID 652039;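 active = activation above the mean of all tested compounds plus 3 SD, computed per campaign excluding outliers beyond control limits, cut at about 13% in these data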
# LEDGF integ inh – blocks HIV-1 LEDGF/p75-dependent DNA integration; TR-FRET IN-LEDGF/p75 DNA integration, Eu/Cy5; inhibition, % at 3.7 µM; 370,000 compounds, 0.64% hits;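 active = inhibition above the screen-wide mean plus 3 SD, cut at about 13% in these data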;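 note: signal is the Cy5 over europium emission ratio at 671 and 618 nm; 0% = plate median of compound wells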
# Tn7 DDE FP – DD(E)-Tn7 binding inhibition, primary FP screen. P02675. FP displacement of FITC-Tn7 peptide from fibrin DD(E); 0% = median of compound wells per plate. inhibition, % at 8.3 µM. 370,000 compounds, 0.13% hits. AID 720508;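 active = inhibition above the mean of compounds falling within the control limits plus 3 SD of them, cut at about 14% in these data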;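 note: 0% = plate median of compound wells and 100% = 10 µM Aha-Tn7 peptide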
# Target sequence (P02675 whole entry, looked up): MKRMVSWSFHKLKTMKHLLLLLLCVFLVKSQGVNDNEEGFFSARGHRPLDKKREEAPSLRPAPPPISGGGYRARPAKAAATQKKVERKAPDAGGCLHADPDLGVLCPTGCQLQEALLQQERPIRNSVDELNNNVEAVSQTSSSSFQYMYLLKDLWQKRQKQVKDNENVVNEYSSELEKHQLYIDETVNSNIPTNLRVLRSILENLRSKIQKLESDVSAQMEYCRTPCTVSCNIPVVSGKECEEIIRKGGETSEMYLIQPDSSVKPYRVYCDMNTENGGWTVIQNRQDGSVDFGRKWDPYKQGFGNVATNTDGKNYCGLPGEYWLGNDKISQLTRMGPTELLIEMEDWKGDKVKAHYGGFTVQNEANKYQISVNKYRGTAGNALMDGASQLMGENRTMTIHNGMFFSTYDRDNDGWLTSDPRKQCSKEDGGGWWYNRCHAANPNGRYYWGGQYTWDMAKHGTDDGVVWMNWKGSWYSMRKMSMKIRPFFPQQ
#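 Assay system: human fibrin DD(E). Input: DD(E) 2 µM final. Medium: Tris buffer with calcium and detergent, pH 7.8. Compound dosing: single point at 8.3 µM. Timing: 10 min plus 3 h, room temperature. Technique: fluorescence polarization of the labelled Tn7 tracer. Read-out: percent inhibition. Replicates: singlicate testing.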
# MBD2 inh – inhibitors of human MBD2 binding to methylated oligonucleotide | Q9UBB5 | TR-FRET | inhibition, % at 4.4 µM | 370,000 compounds, 0.31% hits; in the data active = inhibition above about 13%
# UHRF1 binding – human UHRF1 methylated DNA binding inhibitors | Q96T88 | UHRF1 binding to methylated oligo, TR-FRET | inhibition, % at 4.4 µM | 370,000 compounds, 0.75% hits; in the data active = inhibition above about 21%;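 note: UHRF1 SRA domain binding a hemimethylated CpG hairpin DNA probe; 0% = median of test compound wells and 100% = reference inhibitor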
# SIAE inh – blocks human sialic acid acetylesterase | AID 1053197 | inhibition, % at 9.66 µM | SIAE FP-Rh probe binding, fluorescence polarization | 370,000 compounds, 0.69% hits;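 active = inhibition above a cutoff: mean of compounds within the control limits plus 3 SD of those, cut at about 17% in these data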;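 note: 0% = plate median of compound wells and 100% = probe without SIAE protein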
# TDP2 inh – blocks human TDP2 phosphodiesterase activity | O95551 | recombinant TDP2, T5PNP hydrolysis, p-nitrophenol absorbance 415 nm | inhibition, % at 12.8 µM | 370,000 compounds, 0.34% hits | AID 720702;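 active = inhibition above the mean of all tested compounds plus 3 SD, set per campaign, cut at about 25% in these data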;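 note: 0% = DMSO with enzyme and 100% = buffer with substrate but no TDP2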
# Target sequence (O95551 whole entry, looked up): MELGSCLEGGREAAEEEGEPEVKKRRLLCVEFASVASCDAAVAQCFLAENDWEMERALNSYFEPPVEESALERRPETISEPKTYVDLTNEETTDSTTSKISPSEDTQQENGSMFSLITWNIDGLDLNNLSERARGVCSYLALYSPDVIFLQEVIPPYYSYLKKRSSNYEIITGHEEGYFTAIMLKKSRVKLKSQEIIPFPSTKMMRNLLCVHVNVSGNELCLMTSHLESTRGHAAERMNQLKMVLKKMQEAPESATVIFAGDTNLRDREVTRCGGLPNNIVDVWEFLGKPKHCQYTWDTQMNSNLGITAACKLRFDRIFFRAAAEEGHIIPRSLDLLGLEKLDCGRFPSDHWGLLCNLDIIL
#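 Assay system: Recombinant human TDP2 | Quantity: 120 nM TDP2 per well | Incubation: 2 h at 37 °C | Signal: Epi absorbance | Evaluation: Percent inhibition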
# DDE Tn6 FP inh – DD(E)-Tn6 binding inhibition, primary FP screen; 370,000 compounds, 0.21% hits; Fibrin DD(E) TRITC-Tn6 fluorescence polarization displacement; inhibition, % at 8.3 µM; P02675; AID 720509;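 active = inhibition above a per-campaign cutoff: mean of compounds within control limits plus 3 SD, cut at about 15% in these data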;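 note: 0% = median of all compound wells on the plate and 100% = blocking peptide control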
# TCR CD3 inh – blocks the human TCR-CD3 interaction. TAMRA-labeled TCR probe fluorescence, biochemical. inhibition, % at 9.4 µM. 360,000 compounds, 0.37% hits. AID 651800; in the data active = inhibition above about 19%;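 note: recombinant mutant TCR 2C K166C tagged with TAMRA read by polarization; 0% = receptor in buffer alone and 100% = receptor with positive control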
# PRMT1 FP inh – PRMT1 (human) inhibition, primary screen. Q99873. recombinant PRMT1, activity-based probe fluorescence polarization. inhibition, % at 2.79 µM. 370,000 compounds, 1.3% hits. AID 652257;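 active = inhibition above about 21% made by adding two undisclosed values, limit read from the data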
# Active calls of the source: *.
# Each structure is followed by: MBD2 inh	UHRF1 binding	Tn7 DDE FP	TCR CD3 inh	TDP2 inh	PRMT1 FP inh	DDE Tn6 FP inh	LEDGF integ inh	KLK7 zymogen act	SIAE inh
O=S(=O)(c1cc(Cl)cc(Cl)c1)N1Cc2cc(N3CCOCC3)ccc2-n2nncc2C1
 : 7	7	2	0	-5	6	-4	1	0.3	-4
C[C@@H]1COc2cccc(N3CCN(C)CC3)c2S(=O)(=O)N1
 : -1	0	-1	11	5	-4	5	-1	0.8	9
CCCCOc1ccc(CN2CCN(CC)CC2)cc1
 : 2	1	3	2	2	-2	1	-2	0.2	5
CCOP(=O)(Cc1ccc(C(=O)CC)o1)OCC
 : -7	-1	-2	1	-10	-6	3	8	0.3	10
COC(=O)C1=C(c2c(C)noc2C)C[C@@H]2CC[C@H]1N2C(=O)NCCOc1ccc(OC)cc1
 : -1	3	-1	-1	-3	3	0	3	0.4	4
CCC(=NCc1cccnc1)c1c(O)n(-c2ccccc2C)c(=O)[nH]c1=O
 : -5	0	-4	-6	-5	-6	-4	1	0.8	8
C=C(C)[C@@H]1[C@H]2OC(=O)[C@H]1[C@]1(O)C[C@H]3O[C@]34C(=O)O[C@H]2[C@]14C
 : 2	3	-6	-1	8	-1	-6	-3	-0.2	-9
CC1CC(OC(=O)c2ccccc2)(c2ccccc2)C(C)CN1C (centres undefined)
 : -3	-1	-5	7	-5	-3	-1	2	0.4	-4
CN1C(=O)C(=Cc2ccc(Sc3ccccc3)o2)C(=O)N(C)C1=O
 : -1	7	-4	-11	8	10	-1	4	0.8	-53
OCCNCCc1c[nH]c2ccc(OCc3ccccc3)cc12
 : 4	-1	-1	1	-3	2	-5	-4	-0.1	0
O=C(NC(=S)N1C[C@H]2C[C@H](C1)c1cccc(=O)n1C2)c1ccc(Cl)cc1Cl
 : 4	91*	6	-3	0	4	5	0	0.7	-5
COc1ccc(S(=O)(=O)N2CCOCC2)cc1NC(=O)COC(=O)Cc1ccccc1
 : 3	0	-8	0	6	-3	4	-1	-0.1	-8
COc1cc(OC)c(OC)cc1CNCCc1ccc(OC)c(OC)c1
 : 0	6	-4	1	-4	3	-13	5	-0.7	6
C[C@H]1CC[C@@H]2N(C1)C[C@H]1[C@@H]3C[C@H]4[C@@H](CC(=O)[C@H]5C[C@@H](O)CC[C@@]54C)[C@@H]3CC[C@H]1[C@]2(C)O
 : 1	7	-1	8	0	-5	-2	1	0.3	0
Clc1ccc2c(c1)C(c1ccccc1Cl)=NCc1nnc(N3CCN(CCSc4ccccc4)CC3)n1-2
 : 2	0	3	0	-1	0	9	3	0.4	-3
Cc1cc(O)c2c(c1)OC(C)(C)C1=C2CC(C)CC1 (centres undefined)
 : 3	-1	3	3	-13	1	-3	0	-0.2	0
CN(C(=O)COC(=O)c1cn(C)c2ccccc12)C1CCCCC1
 : -2	12	-2	-1	5	-2	5	1	0.2	5
Cc1nc2nc(SCC(=O)N3CCC4(CC3)OCCO4)nn2c(C)c1Cc1ccccc1
 : 1	3	-1	-1	3	-1	-3	4	-0.1	11
O=C(c1cc2c(s1)-c1ccccc1OC2)N1CCC2(CC1)OCCO2
 : 2	0	-1	-3	-7	3	-1	-2	50*	3
CN1C2CCC1C(COC(=O)c1ccccc1)C(O)C2 (centres undefined)
 : 4	3	6	-6	8	2	3	-1	-0.2	0
COC(=O)[C@@H](c1ccccc1)C1CCCCN1 (some centres undefined)
 : -2	1	2	-2	1	4	-2	-1	-0.2	2
CCN(CC)P(=O)(NC(=O)c1cccn1C)N(CC)CC
 : -6	-1	5	-8	9	3	-1	-3	0.3	4
O=C1NC(=O)C(=Cc2ccc(OCC(=O)N3CCOCC3)cc2)C(=O)N1
 : -6	-7	-4	-14	-5	20	8	6	-0.2	2
COC(=O)C1=C(c2ccc(OCc3ccccc3)cc2)C[C@@H]2CC[C@H]1N2C(=O)NCc1cccc(C(F)(F)F)c1
 : 1	3	3	1	4	-1	5	0	-0.2	-3
COC(=O)C1=C(c2ccc(OC)c(OC)c2)C[C@@H]2CC[C@H]1N2C(=O)N1CCCC1
 : -2	1	-3	4	3	1	0	-1	0.1	-1
CCCCCn1c(=O)c(C(=O)NCc2ccc(Cl)cc2)c(O)c2ccccc21
 : -5	-1	-5	9	-1	2	3	-1	0.6	1
Cc1ncc(CNC(=O)N(CCCl)N=O)c(N)n1
 : 1	2	-5	-9	-6	0	-5	-4	-0.4	-5
O=c1[nH]sc2cc(F)ccc12
 : 1	-3	1	5	-8	73*	11	-9	0.2	7
C[C@@H]1O[C@@H](O[C@@H]2C=C3CC[C@@H]4C(CC[C@]5(C)[C@@H](c6ccc(=O)oc6)CC[C@]45O)[C@@]3(C)CC2)[C@H](O)[C@H](O)[C@H]1O (some centres undefined)
 : -1	0	-2	-5	1	-3	2	-1	0.4	-3
O=c1[nH]c(=S)n(-c2ccccc2F)c(O)c1C=NCCN1CCNCC1
 : -2	-1	2	-3	22	-1	3	-2	-0.2	2
COc1ccccc1OCC#CCN1CCCC1
 : 3	4	-4	4	-8	-2	-1	2	-0.6	-1
CS(=O)(=O)N1CCC2CCNC2C1 (centres undefined)
 : 2	0	5	8	-10	-3	4	-3	-0.5	0
Cc1cc(OCC(=O)N2CCN(CC(=O)N3CCOCC3)CC2)c(C(C)C)cc1Cl
 : -2	3	5	-8	-1	1	-6	0	-0.1	-2
CN(C)CCN(C(=O)COc1ccc(Cl)cc1)c1nc2cc3c(cc2s1)OCO3
 : -4	2	-10	3	-3	-5	-3	-5	0.4	3
C#CCNc1ccncc1S(=O)(=O)NC(=O)NC(C)C
 : 1	-2	1	2	3	2	-1	1	-0.6	6
Cc1nn(Cc2ccccc2Cl)c(C)c1C(=O)OCC(=O)NC1CCS(=O)(=O)C1 (centres undefined)
 : -1	0	4	1	7	0	-6	1	-0.4	-7
CCOC(=O)CCCCCNC(=O)c1c(O)[nH]c(=O)[nH]c1=O
 : 1	7	-1	-7	-15	4	1	3	0.2	-7
CCOC(=O)C1=C(C)OC(N)=C(C#N)C12C(=O)Nc1ccc(C)cc12 (centres undefined)
 : 3	2	5	6	3	-3	-3	-1	-0.3	-5
CN1C(=O)CN=C(c2ccccc2Cl)c2cc(Br)ccc21
 : 1	4	-1	-6	1	1	-4	2	0.4	1
CCCCn1nnnc1C(c1ccc(OC)cc1)N1CCC2(CC1)C(=O)NCN2c1ccccc1 (centres undefined)
 : 9	3	3	-4	-6	-1	2	-1	0.1	5
C[C@]12CCC(=O)C=C1CC[C@@H]1[C@@H]2C(=O)C[C@]2(C)C(=O)CC[C@@H]12
 : -3	0	1	-3	5	-2	-1	-3	0.4	-4
COc1ccc(C(=O)OC2C[C@H]3CC[C@@H](C2)N3O)cc1OC (some centres undefined)
 : 4	1	-2	-3	16	1	-11	-1	0.3	5
COc1cccc(NP(=O)(Oc2ccc(Cl)cc2)Oc2ccc(Cl)cc2)c1
 : -5	1	3	0	-3	0	-6	-4	0.5	-14
CC1CCC(NCCc2ccc3c(c2)OCO3)CC1 (centres undefined)
 : -4	0	9	0	-1	3	3	2	0.1	3
CCCc1[nH]nc2c1C1(C(=O)N(CC(N)=O)c3ccccc31)C(C(=O)OC)=C(N)O2 (centres undefined)
 : -5	1	-4	-1	-7	-2	-3	-3	-0.1	1
O=C(CN1C(=O)CN=C(c2ccccc2Cl)c2cc(Cl)ccc21)NCc1ccco1
 : 0	-1	-1	7	-2	4	-3	1	0.1	4
CCOC(=O)c1cnc(SCc2ccc(Cl)c(Cl)c2)nc1N1CC1
 : 3	-2	5	0	3	-2	12	0	-1.0	-3
COc1ccc(C2SCC(=O)Nc3c2c(=O)[nH]n3C2CCCCCC2)cc1OC (centres undefined)
 : 3	2	-4	-8	-4	3	1	-1	-0.1	-1
N=c1n(CCO)c2ccccc2n1Cc1ccccc1
 : 3	1	-5	-2	4	2	4	2	-0.5	-1
CC(=NCc1cccnc1)c1c(O)n(C2CCCCC2)c(=O)[nH]c1=O
 : -1	3	0	-7	-4	3	-6	-2	-0.1	-8

# Next section, starting with the last 2 of the part before.
# Each structure is followed by: MBD2 inh	UHRF1 binding	Tn7 DDE FP	TCR CD3 inh	TDP2 inh	PRMT1 FP inh	DDE Tn6 FP inh	LEDGF integ inh	KLK7 zymogen act	SIAE inh
N=c1n(CCO)c2ccccc2n1Cc1ccccc1
 : 3	1	-5	-2	4	2	4	2	-0.5	-1
CC(=NCc1cccnc1)c1c(O)n(C2CCCCC2)c(=O)[nH]c1=O
 : -1	3	0	-7	-4	3	-6	-2	-0.1	-8
COc1ccc2c(c1)C1OCCNC1CC2 (centres undefined)
 : 0	-2	-8	4	-2	0	-7	2	-0.6	-4
COC(=O)C1=C(c2cccc(C#N)c2)C[C@@H]2CC[C@H]1N2C(=O)NC1CC1
 : -5	0	-2	6	0	-5	-1	1	-0.1	9
COc1ccc(C(Nc2ccccc2)P(=O)(Oc2ccccc2)Oc2ccccc2)cc1 (centres undefined)
 : -1	-1	8	5	10	-1	0	1	0.0	12
O=C(O)C(Cc1cnc[nH]1)NS(=O)(=O)c1ccc(Br)cc1 (centres undefined)
 : 1	0	1	-4	-7	0	1	-2	0.7	-3
CC(=O)C1=C(C)OC(N)=C(C(=O)OC(C)C)C12C(=O)Nc1ccccc12 (centres undefined)
 : 2	-3	1	-6	7	-4	3	3	-0.1	7
COc1cc(C2c3cc4c(cc3CC3COC(=O)C32)OCO4)cc(OC)c1O (centres undefined)
 : 10	19	3	-5	6	6	1	5	-0.1	7
CCCC[n+]1cc(/N=C(\[O-])OC)on1
 : 5	6	7	-6	-2	2	-1	1	0.1	3
O=c1[nH]c(=S)n(C2CC2)c(O)c1C=NCCN1CCOCC1
 : -7	-4	-2	-2	8	-4	6	2	0.3	3
COc1ccc(CC2C(=O)NC(=O)NC2=O)c(OC)c1
 : -13	-7	10	8	9	1	10	1	-0.1	7
CC[C@H]1CN2CCC1C[C@H]2[C@H](O)c1ccnc2ccc(OC)cc12 (some centres undefined)
 : 3	-2	0	11	6	-1	9	0	0.3	2
CCCCCc1nc2c(c(=O)c3ccccc3n2C)c(=O)n1C1CCCCCC1
 : -4	-1	-4	5	-3	-2	-2	1	-0.2	0
Cc1onc(-c2ccccc2)c1C(=O)N1CCC2(CC1)OCCO2
 : 8	3	-4	-1	-3	0	1	2	-0.1	-2
CN1CCN(c2cc([N+](=O)[O-])ccc2Cl)CC1
 : -10	1	-3	-6	6	-1	4	-2	0.2	0
COC(=O)C1=C(N)Oc2c(c(=O)oc3ccccc23)[C@]12C(=O)N(C)c1ccccc12
 : -1	-2	-2	7	2	0	-3	-1	-0.1	0
O=C(Nc1ccc(Cl)cc1)Nc1nccs1
 : 0	1	1	6	9	3	-7	-2	0.7	1
CC(=O)c1cn(CC(=O)NCCc2c[nH]c3ccccc23)c2ccccc12
 : 2	1	-7	-4	2	1	8	-8	-0.7	0

# An excerpt. The share of hits here may be higher or lower than overall.
